Bioassay records as filed in PubChem.
MOR-DOR ag = agonists of OPRM1-OPRD1 heterodimerization, primary screen, cell-based, luminescence; Mu-type opioid receptor (Homo sapiens) + Delta-type opioid receptor (Homo sapiens), …; cells; activation, % at 9.3 µM; 340,000 compounds, 0.3% hits; AID 504326, 2011; in the data active = activation above about 18%;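 note: 0% = vehicle-treated cells and 100% = reference agonist; values of inactives mirror those of a sister screen read the other way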
Target sequence (P35372 whole entry, looked up): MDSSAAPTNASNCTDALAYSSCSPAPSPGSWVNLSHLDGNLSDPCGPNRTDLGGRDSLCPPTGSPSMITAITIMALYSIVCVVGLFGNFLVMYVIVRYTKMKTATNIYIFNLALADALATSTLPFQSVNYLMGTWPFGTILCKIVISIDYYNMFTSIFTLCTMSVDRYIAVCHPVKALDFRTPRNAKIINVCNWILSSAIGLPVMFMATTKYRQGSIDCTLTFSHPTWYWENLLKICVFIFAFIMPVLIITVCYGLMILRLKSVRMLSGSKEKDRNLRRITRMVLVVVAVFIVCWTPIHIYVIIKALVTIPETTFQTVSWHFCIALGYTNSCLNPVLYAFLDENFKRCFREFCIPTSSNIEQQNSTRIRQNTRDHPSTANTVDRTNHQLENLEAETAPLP
Target sequence (P41143 whole entry, looked up): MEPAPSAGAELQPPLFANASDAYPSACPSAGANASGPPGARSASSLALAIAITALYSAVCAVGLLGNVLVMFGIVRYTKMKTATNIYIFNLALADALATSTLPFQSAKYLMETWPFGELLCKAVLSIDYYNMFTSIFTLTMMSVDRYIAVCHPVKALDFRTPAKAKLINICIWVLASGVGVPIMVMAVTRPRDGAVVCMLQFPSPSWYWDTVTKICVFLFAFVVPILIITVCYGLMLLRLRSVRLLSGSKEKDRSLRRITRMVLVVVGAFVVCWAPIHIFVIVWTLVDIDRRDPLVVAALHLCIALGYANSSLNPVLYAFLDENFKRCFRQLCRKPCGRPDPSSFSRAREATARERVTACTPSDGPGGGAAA
DAGLB inh = DAGLB lipase inhibitors, primary screen, biochemical, fluorescence, HTS; Diacylglycerol lipase-beta (Homo sapiens), Q8NCG7; HEK293T DAGLB membrane lysate, EnzChek fluorogenic substrate; 340,000 compounds, 0.059% hits; inhibition, % at 5.17 µM; in the data active = inhibition above about 34%;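 note: 0% = enzyme with vehicle and 100% = wells lacking enzyme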
HTR5A inv ag = HTR5A inverse agonists in luminescence cell assay, primary screen, counter-screen for OPRM1-OPRD1 heterodimer inverse agonist project, full-deck HTS. 5-hydroxytryptamine receptor 5A (Homo sapiens), P47898. inhibition, % at 9.3 µM. 340,000 compounds, 0.083% hits. HTR5A cell line, inverse agonism; in the data active = inhibition mostly above about 23%, no sharp cut-off; inactive = mostly below about 18%;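 note: 0% = cells with DMSO and 100% = no-cell wells with DMSO; some compounds called inactive have numbers as strong as hits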
V-ATPase pH = regulators of yeast V-ATPase proton pumping, primary screen, pHLuorin cytosolic pH fluorescence; S. cerevisiae; response, % at 10 µM; 350,000 compounds, 0.37% hits; in the data active = response mostly above about 7.3%, no sharp cut-off; inactive = mostly below about 5.4%; note: actives read high; inactives centre near 0; some compounds called inactive have numbers as strong as hits; reference of the scale not given here
PKA-R1A activ = activators of PKA-R1A holoenzyme, primary screen, biochemical, fluorescence polarization, Cy5-IP20, bovine R1A, mouse PKAc; PKA-R1A dissociation; scaled: DMSO 0%, 113 µM cGMP 100%; activation, % at 11.4 µM; 340,000 compounds, 0.083% hits; AID 504707, 2011;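 active = percent activation above the mean of all tested compounds plus 3 SD, cut at about 19% in these data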;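 note: higher means more PKAc released from R1A so a rise in polarization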
DSG3 Ab inh = inhibitors of pemphigus antibody binding to DSG3, primary screen, biochemical, bead-based, flow cytometry, scFv-GFP. binding (percent of control), % at 10 µM. DSG3-coupled beads, scFv-anti-DSG3-GFP binding; stronger effect = lower value. 310,000 compounds, 0.48% hits. Desmoglein-3 (Homo sapiens), P32926;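 active = binding more than 3 SD below its plate's average and above zero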; note: some compounds called inactive have numbers as strong as hits
HTR5A ag ctr = HTR5A agonists in luminescence cell assay, primary screen, counter-screen for OPRM1-OPRD1 heterodimer agonist project, full-deck HTS; 5-hydroxytryptamine receptor 5A (Homo sapiens), P47898; cell-based; activation, % at 9.3 µM; 340,000 compounds, 0.61% hits; in the data active = activation mostly above about 9.5%, no sharp cut-off; inactive = mostly below about 7.6%;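 note: 0% = cells with vehicle only and 100% = reference agonist; strong numbers were not always called active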
PKA-R2B act = activators of PKA-R2B holoenzyme, primary screen, biochemical, fluorescence polarization, Cy5-IP20, human; activation, % at 11.4 µM; AID 504700, 2011; cAMP-dependent protein kinase catalytic subunit beta (Homo sapiens) + cAMP-dependent …; PKA-R2B holoenzyme dissociation; R2B truncated from residue 108, S112A mutant; 0% DMSO only, 100% 113 µM cGMP; 340,000 compounds, 0.079% hits;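 active = activation above a cutoff set at the mean over all compounds plus 3 SD, cut at about 18% in these data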;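 note: higher means more holoenzyme dissociation and a rise in polarization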
Arr AP2 block = inhibitors of beta-arrestin/AP2 binding, primary screen, biochemical, GPCR trafficking, flow cytometry; 340,000 compounds, 0.31% hits; FITC-arrestin peptide / GST-AP2 beads; AP2 beta2 appendage carries R879A mutation; inhibition, % at 10 µM; beta-arrestin 1 C-terminal peptide binding to AP2 beta2-adaptin appendage (human);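 active = inhibition above a set limit, near 3 SD of compounds lacking own fluorescence, cut at about 54% in these data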;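 note: plate controls were DMSO wells for no effect and 5 µM unlabelled arrestin peptide for full effect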
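Measured by: flow cytometry, FL1 (488/535 nm); Material: AP2 appendage R879A on GSH beads; Evaluation: percent response; Timing: pre-incubation 12 min, peptide binding 1 h, room temperature; Also added: 50 nM FITC-arrestin peptide; Medium: PBS with 0.05% Tween 20 and 0.1% BSA.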
MOR-DOR inv ag = inverse agonists of MOR-DOR heterodimerization, primary screen, cell-based, luminescence; cell-based MOR-DOR heterodimer luminescence, inverse agonism; Mu-type opioid receptor (Homo sapiens) + Delta-type opioid receptor (Homo sapiens), …; inhibition, % at 9.3 µM; 340,000 compounds, 0.21% hits; in the data active = inhibition above about 22%, passing the limit was not always enough;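 note: 0% = cells with DMSO and 100% = wells without cells with DMSO; values of inactives mirror those of a sister screen read the other way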
* = called active by the depositor; . = no result given. Compounds were not picked by outcome (roughly 2.4% active in at least one column).

SMILES	MOR-DOR ag	DAGLB inh	HTR5A inv ag	V-ATPase pH	PKA-R1A activ	DSG3 Ab inh	HTR5A ag ctr	PKA-R2B act	Arr AP2 block	MOR-DOR inv ag
CC(NS(=O)(=O)c1ccc([N+](=O)[O-])cc1)C(c1cccs1)N1CCOCC1 (stereo not drawn)	4.3	-3	8	-1	1	100	-3	-2	4	-31
CCC(C)NC(=O)CC(NS(=O)(=O)c1ccc(Cl)cc1)c1ccco1 (stereo not drawn)	-2.4	-4	-13	2	-7	104	5	6	0	10
CCOC(=O)c1c(NC(=O)CN2CCOCC2)sc(C(=O)NC)c1C	-1.1	1	-9	1	3	103	3	6	9	6
CCOC(=O)N1CCc2c(sc3ncn(Cc4ccc(F)cc4)c(=O)c23)C1	-1.4	-1	17	0	1	96	1	-6	43	7
COCC(=O)NCc1ccc2c(c1)cc(C)n2C	-0.7	-4	8	-1	1	81	-3	-2	7	5
COc1ccc(/C(C)=C2\SC(=S)N(CCC(=O)O)C2=O)cc1	-1.4	3	-5	-7	-10	92	1	-2	2	8
CCOC(=O)c1cccnc1SC(CC)C(=O)NCc1ccco1 (stereo not drawn)	-1.2	2	1	4	-3	97	3	9	26	7
CCOC(=O)c1sc(Nc2nc3c(OC)cccc3s2)nc1C	3.1	-7	-11	-2	5	101	4	1	20	-19
CC(=O)c1ccc(OCc2cc(C(=O)N3CC[C@@H]4CCCC[C@H]4C3)no2)cc1	-3.1	-4	-5	1	3	119	1	0	9	10
O=C(CCc1ccccc1)Nc1c(F)cccc1F	-2.5	-2	-17	0	1	95	-4	2	-6	13
COc1ccc(NC(=O)Cn2nnc(-c3ccccc3N)n2)cc1OC	-2.2	-2	6	2	-7	102	3	-2	17	12
Cc1cccc(N2CC(C(=O)Nc3ccccc3N3CCCC3)CC2=O)c1C (stereo not drawn)	-1.7	1	5	5	5	107	9	8	16	9
CC(NC(=O)c1ccco1)C(=O)N1CCN(c2cccc(C(F)(F)F)c2)CC1 (stereo not drawn)	-3.4	0	9	0	-14	.	-4	-2	2	14
C[C@@H](CO)NC(=O)c1nc[nH]c1C(=O)N[C@H](C)c1ccccc1	.	-2	.	-2	-8	.	.	-2	.	.
COc1ccc(S(=O)(=O)NC2CCCC2)cc1NC(C)=O	1.1	3	-13	-1	13	.	8	2	10	-6

3 compounds already listed, sorted by count of non-hydrogen atoms, low to high:
SMILES	MOR-DOR ag	DAGLB inh	HTR5A inv ag	V-ATPase pH	PKA-R1A activ	DSG3 Ab inh	HTR5A ag ctr	PKA-R2B act	Arr AP2 block	MOR-DOR inv ag
COc1ccc(S(=O)(=O)NC2CCCC2)cc1NC(C)=O	1.1	3	-13	-1	13	.	8	2	10	-6
C[C@@H](CO)NC(=O)c1nc[nH]c1C(=O)N[C@H](C)c1ccccc1	.	-2	.	-2	-8	.	.	-2	.	.
CC(NC(=O)c1ccco1)C(=O)N1CCN(c2cccc(C(F)(F)F)c2)CC1 (stereo not drawn)	-3.4	0	9	0	-14	.	-4	-2	2	14

Further results
SMILES	MOR-DOR ag	DAGLB inh	HTR5A inv ag	V-ATPase pH	PKA-R1A activ	DSG3 Ab inh	HTR5A ag ctr	PKA-R2B act	Arr AP2 block	MOR-DOR inv ag
COc1ccc(OC)c(CNc2nc3ccccc3n2CCN2CCCCC2)c1	.	-2	.	-1	1	110	.	3	29	.
COc1ccc(/C=C/C(=O)OCC(=O)N2CCCCCC2)c(OC)c1	-2.9	0	4	-4	0	109	-2	-7	1	12
CN=c1scc(-c2ccc(OC)cc2)n1/N=C(\C)c1cccnc1	0.5	2	-15	-2	-2	94	5	0	-4	-2
O=[N+]([O-])c1ccccc1-c1nc(-c2ccc(Br)o2)no1	3.0	-4	15	-1	-21	112	0	-8	-1	-16
Cc1cccc(OCCCCCNCCO)c1	-3.1	3	-1	2	-7	124	0	-9	17	14
CCOC(=O)CSc1ncnc2c1cnn2-c1ccc(Cl)cc1	1.0	-1	-4	-1	8	92	3	-9	10	-5
Cc1ccc(NC(=O)CSc2nc3ncc(Br)cc3[nH]2)cc1C	-1.3	-5	-8	-4	-18	102	-5	-5	20	6
Cn1c(=O)c2c(nc(CN3CCc4ccccc4C3)n2CCCO)n(C)c1=O	-0.4	1	-2	4	-1	88	1	10	-4	3
CCCCCC(O)(c1ccccc1)C(CN1CCOCC1)c1ccccc1 (stereo not drawn)	2.8	-8	2	-3	-11	93	0	-8	-12	-16
CC(C)(C)OC(=O)[C@H](Cc1ccccc1)NC(=O)c1nc[nH]c1C(=O)N[C@@H](CCCCN)C(=O)OC(C)(C)C	-2.2	-4	2	1	2	104	3	0	18	12
O=C(Nc1ccc(OC(F)F)c(Cl)c1)c1ccccn1	-1.8	-1	1	1	2	99	0	-3	16	9
Cc1ccc(NC(=O)c2ccc([N+](=O)[O-])s2)cc1S(=O)(=O)N1CCOCC1	7.3	1	3	1	-4	94	-2	13	17	-28
O=S(=O)(c1ccc(F)cc1)N1CCC(n2cnc3ccccc32)CC1	-0.4	1	8	0	-2	.	3	3	-1	3
Nc1cccc(Cl)c1N1CCOCC1	-0.9	1	-17	-2	3	.	0	5	27	6
CCCC(=O)NCCc1ccc(S(N)(=O)=O)cc1	-1.6	0	-6	-2	8	100	2	1	33	9
O=C(C1CCC(=O)N(C2CCCC2)C1)N1CCN(Cc2cccc(F)c2)CC1 (stereo not drawn)	0.4	-6	5	10	-7	.	8	-4	6	-2
C=CCn1c(O)c(N=NC(=O)c2ccc3c(c2)OCO3)c2ccccc21	-3.2	-3	9	0	3	102	2	4	-3	13
CN(Cc1ccccc1)C(=O)CN(C)S(=O)(=O)c1ccc(F)cc1	-4.0	-1	-2	1	-15	103	0	-2	8	18
O=C(c1ccncc1)N1CCN(C2CCC(c3ccccc3)CC2)CC1 (stereo not drawn)	0.1	-7	3	-7	1	115	8	0	10	-1
CCCNC(=O)C(Cc1cccc(Br)c1)NC(=O)c1ccc(C#N)cc1 (stereo not drawn)	-1.8	0	6	-3	-6	107	1	-7	-7	10
CC1CCc2ccccc2N1C(N)=Nc1ccccc1 (stereo not drawn)	-0.4	0	17	1	-10	99	-7	5	0	2
CCc1ccc(NC2CC(=O)N(CCc3ccc(OC)c(OC)c3)C2=O)cc1 (stereo not drawn)	0.6	-1	8	-2	2	104	-3	1	28	-3
C/C(=N\NC(=S)NC1CCCCC1)c1cccs1	3.5	-6	2	5	-11	103	-1	-5	7	-17
Cn1c(=O)c2c(SC3CCCC3)nc(C3CC3)nc2n(C)c1=O	-0.7	-1	-18	1	-5	85	1	1	-1	4
O=c1oc2ccccc2c(O)c1/C=N/c1ncccn1	-1.5	2	0	6	-5	100	0	-4	-5	9
Cc1ccc(S(=O)(=O)Oc2ccc(/C=N/NC(=O)c3nn(C)cc3[N+](=O)[O-])cc2)cc1	-2.1	-1	-1	-3	-13	100	0	-7	-11	13
Cc1nnc(SCCCOc2ccccc2)nc1C	0.8	-3	-24	-2	0	102	0	12	4	-5
Cc1ccc(C(C)(c2ccc(N)cc2)c2ccc(N)cc2)cc1	-1.4	3	8	-1	-4	102	-3	-2	20	7
CNC(=S)N(CCc1c(C)[nH]c2ccc(OC)cc12)Cc1cccnc1	-2.4	1	-1	0	-9	101	0	-3	10	12
Cc1ccc[n+](CC(=O)Nc2ccc(Cl)c([N+](=O)[O-])c2)c1	-1.4	-2	22	2	5	104	4	-9	13	7
CCOC(=O)c1c(C)[nH]c(C(=O)NCCN2CCOCC2)c1C	-0.7	-2	-19	-3	-5	106	-1	-2	21	5
COc1ccc(C(=O)COC(=O)c2ccc(NC(C)=O)cc2)cc1[N+](=O)[O-]	-2.1	0	3	0	-5	.	4	-6	-1	9
O=C(O)C1CCCN(S(=O)(=O)c2ccc(Br)s2)C1 (stereo not drawn)	-0.6	0	-15	-5	-1	86	0	4	-3	3
O=C1C2CC=CCC2C(=O)N1CC1CCCO1 (stereo not drawn)	-2.4	-1	5	0	-1	.	-2	9	24	15
CCN(CC)S(=O)(=O)c1ccc(N/N=C(\C)c2ccncc2)nc1	2.0	-2	-12	-1	-4	112	4	-5	36	-16
CC(=O)CCS(=O)(=O)c1ccc(C)c(C)c1	-2.9	2	6	-2	-1	93	-2	-1	5	16
Cc1nc2ccc(NS(=O)(=O)c3ccc(C)c(C)c3)cc2s1	1.0	-2	-7	-3	-4	108	-1	-5	-10	-5
CCc1ccc2nc(NC(=O)C3CCN(c4ncnc5sc(C)c(C)c45)CC3)sc2c1	2.8	-1	9	8	9	102	-4	8	-5	-11
CCOC(=O)C1C(=O)C=C(/C=C/c2ccc(N(C)C)cc2)CC1c1ccccc1 (stereo not drawn)	-1.2	-32	10	-1	-11	247	-4	2	7	6
O=C1CCC(C(=O)NCCN2C(=O)S/C(=C\c3cccnc3)C2=O)=NN1	0.4	0	12	-1	-5	121	-5	8	-14	-2
O=C(COC(=O)c1ccc[nH]c1=O)NC1CCCCCC1	-0.6	1	-43	-2	2	97	3	-8	36	3
Fc1ccc(F)c(NC(=S)NCCc2ccccc2)c1	3.0	-1	-32	-3	-1	101	4	-7	5	-16
CCOC(=O)c1sc(-c2ccccc2)cc1NC(=O)Nc1ccccc1	4.1	-15	-19	0	6	103	5	-2	-1	-23
Cc1ccc(-c2nnc(C)c(N3CCCC3)n2)cc1	-1.0	2	3	-1	-1	100	-1	-4	0	6
O=C(CCN1C(=O)c2ccccc2C1=O)C1=NN[C@@H]2C(=O)N(c3ccc(F)cc3)C(=O)[C@H]12	-1.3	0	-4	-5	-2	102	2	7	15	6
Cn1cc(C=O)c2ccccc21	-1.1	-1	-21	3	0	100	2	-11	-6	5
CN1CCN(C(=O)CSc2nc3c(c(=O)n(C)c(=O)n3C)n2C)CC1	0.3	2	-2	-2	9	.	1	7	2	-2
O=C(CN1C(=O)NC2(CCCc3ccccc32)C1=O)NCC(F)(F)F (stereo not drawn)	-3.3	-2	3	-3	-4	97	-1	3	32	17
CCSC1=C(C#N)C(c2cccc(O)c2)CC(=O)N1 (stereo not drawn)	-0.9	-1	-4	2	14	100	1	-1	1	6
C=CCNc1nc2c(c(=O)n(C)c(=O)n2C)n1CC(=C)C	-2.0	2	-26	-3	-3	94	10	-6	-17	11
